PI5P4Ka inh: PI5P4K alpha (human) kinase inhibition; max response, %; P48426; 1.2% of 330,000 active; PI5P4Kalpha enzyme, ADP-Glo luminescence, 60 min; hits give low values; active means max response of -50% or lower; inconclusive means between -30% and -50%; inactive means -30% or higher; further: value at the top dose of about 77 µM; on the % scale 0 is the no-effect control and ±100 the full control effect
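Human PI5P4Kalpha with substrate in 0.038 M HEPES pH 7.4, 0.28 mM EGTA, 0.1% CHAPS, 5% DMSO; reaction started with 5 microM ATP (final), 60 min at room temperature. ADP formed read by ADP-Glo luminescence.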
GLP1R cytotox: cytotoxicity in counter-screen for GLP-1R inverse agonists; HEK293 cAMP-luciferase reporter cells, luminescence, 24 h; Potency, µM (titrated, usually from 38.3 µM), for inactives: at the highest dose activity change, negative = inhibition, actives largely listed as inhibitors; 0.13% of 410,000 active;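 further: loss of luciferase light is scored as toxicity; potency means the concentration at half of the fitted maximal effect; on the % scale 0 is the no-effect control and ±100 the full control effect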
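Luminescence readout: signal drop marks cytotoxicity. Plated cells grew 12 h at 37 °C, 5% CO2, received 23 nL compound for 24 h, then got luciferase reagent, read after 12 min at RT.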
PLK1 PBD block: PLK1 (human) polo-box domain binding inhibition; Plk1 PBD binding of FITC phosphopeptide, fluorescence polarization; Potency, µM, inactives show max response, negative = inhibition, usual class: inhibitors; 2.8% of 360,000 active; AID 720504; further: potency means the concentration at half of the fitted maximal effect; series mostly up to about 57 µM; on the % scale 0 is the no-effect control and ±100 the full control effect; nearly all actives have a fitted effect of over 65% in size
GLP1R ag: activates the human GLP-1 receptor; AID 624172; P43220; Potency, µM (top dose mostly 45.6 µM), without a hit: top-dose activation, most hits filed as activators; 0.007% of 380,000 active; HEK293 GLP-1R CRE-luciferase, luminescence, 4-6 h; cells express a hypersensitive GLP-1R form; further: potency means the concentration at half of the fitted maximal effect; % of control where 0% means no effect
GLP-1R inv ag: GLP-1 receptor (human) inverse agonism | HEK293 GLP-1R CRE-luciferase, luminescence, 24 h; GLP-1R form is constitutively active | AID 624417 | 1.6% of 410,000 active | Potency, µM (doses to about 38.3 µM), for inactives: top-dose activity change, negative = inhibition, usual class: inhibitors; further: potency means the concentration at half of the fitted maximal effect; on the % scale 0 is the no-effect control and ±100 the full control effect; nearly all actives have a fitted effect of over 55% in size
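GLP-1R inverse agonism mode: basal reporter luminescence in engineered HEK293 cells measured after one day of compound exposure at 37 deg C, with a 12 min room-temperature detection step.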
IL-2 act: activators of IL-2 | activation, % (series mostly up to about 46 µM) | AID 652025 | IL-2 activation reporter assay, cell-based qHTS; stimulated with anti-CD3/CD4/CD28 beads; in transgenic mouse T cells | 0.065% of 360,000 active; in the data active means activation above about 50%; inconclusive means mostly about 30% to 49%; further: 0% is about no effect
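Unstimulated transgenic mouse T cells, 750 per well, received compound and, after 60 minutes, anti-CD3/anti-CD4 bead plus anti-CD28 stimulation. EGFP and DsRed were quantified after 18 hours.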
EPAC1 antag: antagonists of human EPAC1 | O95398 | EPAC1 GEF assay, Rap1b-BODIPY-GDP exchange fluorescence | Potency, µM (highest dose often 115 µM), without a hit: at the top dose activity change, negative = inhibition, usual class: inhibitors | 0.14% of 360,000 active;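 further: potency means the concentration at half of the fitted maximal effect; plate controls were vehicle for no effect and positive control for full effect; nearly all actives have a fitted effect of over 50% in size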
Target sequence (O95398 whole entry, looked up): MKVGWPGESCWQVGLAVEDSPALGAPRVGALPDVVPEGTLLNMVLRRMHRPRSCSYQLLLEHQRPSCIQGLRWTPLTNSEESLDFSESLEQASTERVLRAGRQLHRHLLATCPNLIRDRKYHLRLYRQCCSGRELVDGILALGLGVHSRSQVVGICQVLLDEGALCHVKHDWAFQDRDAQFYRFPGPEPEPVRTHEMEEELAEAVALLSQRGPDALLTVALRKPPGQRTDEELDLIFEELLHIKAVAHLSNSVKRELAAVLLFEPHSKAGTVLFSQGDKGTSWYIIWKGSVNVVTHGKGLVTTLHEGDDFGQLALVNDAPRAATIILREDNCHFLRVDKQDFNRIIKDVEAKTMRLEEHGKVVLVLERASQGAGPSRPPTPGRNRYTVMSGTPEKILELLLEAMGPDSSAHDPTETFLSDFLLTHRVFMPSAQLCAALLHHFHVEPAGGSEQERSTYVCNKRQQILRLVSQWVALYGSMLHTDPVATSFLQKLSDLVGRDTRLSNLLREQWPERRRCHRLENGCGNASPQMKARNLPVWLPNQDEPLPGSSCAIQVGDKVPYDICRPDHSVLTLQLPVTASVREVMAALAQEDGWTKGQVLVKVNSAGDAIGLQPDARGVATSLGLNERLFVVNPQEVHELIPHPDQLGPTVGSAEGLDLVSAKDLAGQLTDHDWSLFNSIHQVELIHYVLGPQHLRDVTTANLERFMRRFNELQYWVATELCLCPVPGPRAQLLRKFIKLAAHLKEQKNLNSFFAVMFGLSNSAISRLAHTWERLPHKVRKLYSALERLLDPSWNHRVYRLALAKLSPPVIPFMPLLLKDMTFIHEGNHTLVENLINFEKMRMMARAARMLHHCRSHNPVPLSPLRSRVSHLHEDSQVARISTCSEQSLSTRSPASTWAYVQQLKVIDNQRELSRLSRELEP
EPAC1 agonist: agonists of human EPAC1; EPAC1 agonist qHTS, biochemical assay; response scale: 100% = response to 6.5 mM cAMP; AID 720707; Potency, µM (series often up to 154 µM), for inactives: top-dose activation, hits mostly activators; 0.073% of 360,000 active; further: potency means the concentration at half of the fitted maximal effect; nearly all actives have a fitted effect of over 60% in size
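Normalized to 6.5 mM cAMP, activity reflects EPAC1-catalysed release of BODIPY-GDP from Rap1B, followed kinetically over 30 min at 480 nm excitation, 540 nm emission. Reaction contained 100 nM EPAC1, 250 nM Rap1B-BODIPY-GDP, 50 uM GDP.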
PTHR1 agonist: activates the human parathyroid hormone receptor PTHR1 | HEK293 GP2 PTHR1 cells, GloSensor cAMP luminescence, 1 h | Potency, µM (top dose mostly 115 µM), for inactives: at the highest dose activation, usual class: activators | 0.075% of 410,000 active | AID 743266 | Q03431; further: potency means the concentration at half of the fitted maximal effect; nearly all actives have a fitted effect of over 55% in size; some results filed as inactive show a strong effect at the top dose; inactives centre near -15; many of its hits are not listed in these tables
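HEK-293-derived GP2 cells expressing PTHR1 and a GloSensor cAMP reporter, 3,000/well, plated overnight, given luciferin plus IBMX (each 0.5 mM as added) for 1 h at 37 °C, then compound for 1 h at 37 °C. Luminescence was read after 15 min at room temperature.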
Active calls of the source: *; i = inactive; ? = inconclusive; . = not tested or not shown; & = joins results of further samples; [ ] = remark or other dose. Unless noted, the call rests on the fitted dose curve; in most records, active means well fitted curve in the direction sought with a large enough effect; inconclusive means small, poorly fitted or top-dose-only effect, or another doubt; inactive means no such curve, though single readings can be large; an effect the other way counts as inactive or inconclusive. Not all compounds are listed; count on the stated rates, not on these rows.

Molecule	PI5P4Ka inh	GLP1R cytotox	PLK1 PBD block	GLP1R ag	GLP-1R inv ag	IL-2 act	EPAC1 antag	EPAC1 agonist	PTHR1 agonist
COC(=O)c1cc(OC)c(OC)cc1NC(=O)C1CCCO1 (stereo not given)	.	-14%	-2%	-4%	0%	1.1	-10%	-10%	-3%[57.5 µM]
N#C/C(=C/c1cn(-c2ccccc2)nc1-c1cccc(S(=O)(=O)N2CCOCC2)c1)C(=O)NCc1ccco1	-6	3%	1%	-3%	-4%	-4.3	-2%	-5%	i
COc1ccc(S(=O)(=O)n2cnc3ccccc32)c(C)c1	-3	4%	-10%	7%	?	0.8	-14%	8%	-17%
O=C(COc1c(Br)cc(Br)cc1Br)N/N=C/c1ccco1	-3	?	-8%	-4%	-73%	-2.1	16%	-5%	-69%[inhibitor]
Cc1ccnc(NC(=O)c2ccc3c(c2)OCO3)c1	-25	2%	-23%	-1%	?	-0.9	9%	10%	-61%
COCC1CCN(C(=O)c2ccc(OC)c(OC3CCN(C(C)C)CC3)c2)CC1	-4	3%	-4%	3%	1%	-2.6	-6%	6%	i
COC(=O)C1(C)NC(c2ccc(O)cc2)C2C(=O)N(c3ccc(F)cc3)C(=O)C21 (stereo not given)	1	1%	-8%	0%	8%	0.0	7%	2%	i
O=C(CSc1nnc(-c2ccccc2)o1)c1cccc([N+](=O)[O-])c1	.	-11%	.	2%	10%	.	.	.	-24%
CC(C)C(=O)Nc1ccc(NC(=S)NC(=O)c2ccccc2F)cc1	7	-5%	-14%	5%	?	-4.2	12%	7%	-19%
CC(=O)Nc1ccc(S(=O)(=O)Nc2cccn(Cc3ccc(C)cc3)c2=O)cc1	0	-4%	-16%	7%	7%	0.5	-10%	5%	-17%
O=C(C(NS(=O)(=O)c1cccs1)c1ccccc1)N1CCN(c2ccccc2F)CC1 (stereo not given)	.	-7%	-4%	-5%	-24%	-3.1	2%	12%	i
Cn1c(=O)c2[nH]c(CCCc3ccc([N+](=O)[O-])cc3)nc2n(C)c1=O	-10	5%	-11%	-1%	27%	-0.1	8%	7%	i
O=C1OC(Cc2ccccc2)C(c2ccccc2)C1=O (stereo not given)	5	9%	-12%	2%	-10%	-2.7	1%	7%	-12%
COc1ccc(CCNC(=O)c2ccccc2NS(=O)(=O)c2c(F)cccc2F)cc1	0	-8%	2%	1%	-22%	2.0	-3%	0%	i
COCCNC(=O)c1ccc(Cn2c(SCC(=O)NCC3CCCO3)nc3ccc(Br)cc3c2=O)cc1 (stereo not given)	-5	-11%	-5%	-4%	10%	0.9	6%	-13%	i
O=C(C[C@@H]1C/C=C/CC[C@@H](Cc2ccc(F)cc2)C(=O)O[C@H](c2ccccc2)CNC1=O)NCCO	-2	-15%	0%	3%	-1%	-2.9	1%	-23%	i
CCOC(=O)/C=C1\SCC(=O)N1CC(=O)N1CCOCC1	0	2%	-13%	4%	8%	-0.8	-17%	7%	i
COCCCNC(=O)CN1C(=O)CSc2ccc(S(=O)(=O)N3CCOCC3)cc21	-3	-27%&16%	-1%	5%	14%&5%	0.7	-21%	-8%	?
CC(=O)N1c2ccc(S(=O)(=O)N3CCCC(C(=O)N4CCCC(C)C4)C3)cc2CC1C (stereo not given)	2	11%	-17%	-3%	4%	-0.9	0%	-4%	i
Cc1ccc(NC(=O)CCn2c(=S)oc3ccccc32)cc1F	-1	9%	-11%	7%	15%	0.3	9%	2%	i
O=C(O)CSc1nnc(Cc2ccccc2)n1-c1ccccc1	-19	65%[activator]	-9%	12%	0%	-2.2	-20%	-3%	?
Cc1ccc(OCC(=O)Oc2c(C)cccc2C)cc1	-8	3%	-2%	-5%	-2%	1.7	0%	0%	-41%[inhibitor]
N#CCc1ccc(NC(=O)c2ccc(S(=O)(=O)N3CCCC3)cc2)cc1	8	-3%	-18%	6%	-1%	0.0	3%	-3%	-14%
c1ccc(OCc2nnc3sc(-c4cccs4)nn23)cc1	?	-11%	5.3µM*	17%	79%[activator]	5.9	-21%	5%	i
CCOc1cc(/C=C2/C(=O)NN(c3cccc(Cl)c3)C2=O)ccc1O	?	-19%	?	0%	?	-3.9	-20%	2%	-24%
CC(C)CC(c1nnnn1C1CCCC1)N1CCN(C(=O)c2ccco2)CC1 (stereo not given)	3	19%	-10%	11%	11%	-0.1	-10%	-1%	-3%
Cc1nc(N2CCC(C)CC2)c2c(C)c(C(=O)O)sc2n1	.	-2%	-3%	9%	14%	-1.4	-15%	0%	i
O=C(CSc1nnc2ncccn12)Nc1cccc2ccccc12	3	0%	-2%	12%	3%	-0.2	-5%	4%	-1%
CN(Cc1ccccc1)C(=O)c1ccc(S(=O)(=O)N(C)c2ccccc2)cc1	-2	4%	-9%	3%	?	-0.6	-18%	12%	-6%
COc1cccc(Nc2ccc(-n3ccnc3)nn2)c1	1	3%	4%	16%	26%	3.6	-10%	-2%	-8%
O=S(=O)(Cc1ccccc1)N1CCn2c(nc3ccccc32)C1	-2	8%	2%	-1%	-15%	0.3	19%	16%	i
CC1CC(C)CN(CCCSc2ccccc2)C1 (stereo not given)	0	0%	-5%	-1%	8%	0.1	2%	-7%	i
O=c1[nH][nH]c(-c2ccccc2)c1C=Nc1ccc(F)cc1F	4	-11%	-15%	-5%	-3%	-1.6	-11%	-3%	-18%
O=C(Nc1cccc(C(=O)N2CCCC2)c1)C1CCCCC1	0	1%	-14%	9%	6%	0.3	11%	4%	-19%
CCC(C)NC(=O)CN1C(=O)NC2NC(=O)NC21 (stereo not given)	3	-21%	?	-3%	3%	-2.8	8%	-8%	?
COc1ccc(CN(C(=O)c2ccc3c(c2)OCCO3)C(C(=O)NC2CCCCC2)c2ccc3ncccc3c2)cc1 (stereo not given)	.	?	0%	7%	0%	-0.8	-6%	8%	0%[57.5 µM]
O=C(NCCc1c[nH]c2ccccc12)C(=O)NCC1OCCN1S(=O)(=O)c1ccccc1 (stereo not given)	-20	0%	-22%	1%	-12%	-3.7	?	-4%	-62%[inhibitor]
Cc1cc(S(=O)(=O)NC2CCCCC2)ccc1OCC(=O)NCc1ccccn1	4	10%	-15%	2%	-19%	-1.9	-19%	-4%	i
CN1CCC(N(C)CC(O)c2ccccc2)CC1 (stereo not given)	2	-5%	-7%	13%	-13%	-0.3	-6%	16%	-24%
O=C(C[C@H]1C[C@H](C(=O)N2CCCCC2)[C@@]2(CCc3ccccc3)c3[nH]c4cc(-c5ccco5)ccc4c3CCN2C1=O)NCCC1=CCCCC1	-18	8%	0%	-1%	6%	-0.7	-15%	-37%[inhibitor]	-6%

Structural class, those above with a furan ring, fused or not
Molecule	PI5P4Ka inh	GLP1R cytotox	PLK1 PBD block	GLP1R ag	GLP-1R inv ag	IL-2 act	EPAC1 antag	EPAC1 agonist	PTHR1 agonist
N#C/C(=C/c1cn(-c2ccccc2)nc1-c1cccc(S(=O)(=O)N2CCOCC2)c1)C(=O)NCc1ccco1	-6	3%	1%	-3%	-4%	-4.3	-2%	-5%	i
O=C(COc1c(Br)cc(Br)cc1Br)N/N=C/c1ccco1	-3	?	-8%	-4%	-73%	-2.1	16%	-5%	-69%[inhibitor]
CC(C)CC(c1nnnn1C1CCCC1)N1CCN(C(=O)c2ccco2)CC1 (stereo not given)	3	19%	-10%	11%	11%	-0.1	-10%	-1%	-3%
O=C(C[C@H]1C[C@H](C(=O)N2CCCCC2)[C@@]2(CCc3ccccc3)c3[nH]c4cc(-c5ccco5)ccc4c3CCN2C1=O)NCCC1=CCCCC1	-18	8%	0%	-1%	6%	-0.7	-15%	-37%[inhibitor]	-6%

(further entries)
Molecule	PI5P4Ka inh	GLP1R cytotox	PLK1 PBD block	GLP1R ag	GLP-1R inv ag	IL-2 act	EPAC1 antag	EPAC1 agonist	PTHR1 agonist
COc1ccc(S(=O)(=O)N2CCC(C(=O)NCC3CCCO3)CC2)cc1Cl (stereo not given)	2	-1%	-4%	9%	11%	-0.1	5%	2%	i
O=C(CCCCCn1c(=S)[nH]c2cc3c(cc2c1=O)OCO3)N1CCN(c2ccc(F)cc2)CC1	-5	-5%	-7%	3%	10%	-0.7	0%	7%	i
COc1ccc(CNC(=O)[C@H](C)NC(=O)C2CCN(C(=O)[C@H](CCSC)NC(=O)OC(C)(C)C)CC2)cc1	2	3%	-4%	4%	1%	0.0	-4%	-8%	i
Cc1c(C(=O)Nc2nc3ccccc3[nH]2)oc2c(Cl)cccc12	-2	-27%	3%	15%	?	-2.1	-9%	-8%	i
O=C(CSc1n[nH]c(-c2ccccc2)n1)Nc1ncccn1	-9	7%	-2%	4%	24%	3.0	-10%	-1%	i
Cc1nc2c(C#N)cnn2c2c1CCNN2C	-1	6%	-15%	6%	13%	-2.0	4%	7%	i
CN(CC(=O)Nc1ccc(Cl)c(C(F)(F)F)c1)C(=O)Cc1n[nH]c(=O)c2ccccc12	3	-1%	3%	1%	?	-1.3	6%	-8%	i
C=CCNC(=S)NNC(=O)c1cccn(Cc2cccc(Cl)c2)c1=O	.	3%	-6%	-11%	33%[activator]	1.8	0%	0%	i
Cc1ccc(C(=O)c2ccc(C)cc2)cc1	-5	-23%	4%	13%	?	-3.8	-15%	8%	-8%
Cc1cccc(OCC(=O)N=Nc2c(O)[nH]c3ccc([N+](=O)[O-])cc23)c1	-15	1%	-7%	-2%	-2%	-0.4	-4%	-13%	-18%
